Screens (PubChem BioAssay)
FAS-TE inh – inhibitors of human fatty acid synthase thioesterase domain. inhibition, % at 15 µM. hit rate 0.67% among 360,000. recombinant FAS-TE, OMFH fluorogenic substrate, fluorescence endpoint. P49327;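 active = compounds whose normalised, plate-corrected inhibition of enzyme fluorescence in the single-dose primary screen is 50% or more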;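 note: 0% = DMSO with enzyme and 100% = substrate without enzyme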
PABP1 MLLE inh – inhibitors of microRNA-mediated deadenylation, human PABP1 MLLE binding; P11940; GST-MLLE / FITC-PAM2 fluorescence polarization; inhibition, % at 20 µM; hit rate 0.36% among 360,000; AID 588489; in the data active = inhibition above about 35%, passing the limit was not always enough;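 note: plate controls were DMSO wells with GST-MLLE for no effect and wells lacking GST-MLLE protein for full effect; some results filed as inactive read as strong as hits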
bovine MsrA act – bovine methionine sulfoxide reductase A activation; purified bovine MsrA, absorbance read-out; activation, % at 10.6 µM; hit rate 0.3% among 360,000; in the data active = activation above about 7.5%;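 note: 0% = vehicle and 100% = reference activator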
E coli Lon inh – inhibits E. coli Lon protease. P0A9M0. purified E. coli Lon protease, fluorescence polarization. inhibition, % at 7.94 µM. hit rate 0.42% among 360,000; in the data active = inhibition above about 13%, passing the limit was not always enough;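 note: 0% = enzyme with probe and DMSO and 100% = no enzyme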
Target sequence (P0A9M0 whole entry, looked up): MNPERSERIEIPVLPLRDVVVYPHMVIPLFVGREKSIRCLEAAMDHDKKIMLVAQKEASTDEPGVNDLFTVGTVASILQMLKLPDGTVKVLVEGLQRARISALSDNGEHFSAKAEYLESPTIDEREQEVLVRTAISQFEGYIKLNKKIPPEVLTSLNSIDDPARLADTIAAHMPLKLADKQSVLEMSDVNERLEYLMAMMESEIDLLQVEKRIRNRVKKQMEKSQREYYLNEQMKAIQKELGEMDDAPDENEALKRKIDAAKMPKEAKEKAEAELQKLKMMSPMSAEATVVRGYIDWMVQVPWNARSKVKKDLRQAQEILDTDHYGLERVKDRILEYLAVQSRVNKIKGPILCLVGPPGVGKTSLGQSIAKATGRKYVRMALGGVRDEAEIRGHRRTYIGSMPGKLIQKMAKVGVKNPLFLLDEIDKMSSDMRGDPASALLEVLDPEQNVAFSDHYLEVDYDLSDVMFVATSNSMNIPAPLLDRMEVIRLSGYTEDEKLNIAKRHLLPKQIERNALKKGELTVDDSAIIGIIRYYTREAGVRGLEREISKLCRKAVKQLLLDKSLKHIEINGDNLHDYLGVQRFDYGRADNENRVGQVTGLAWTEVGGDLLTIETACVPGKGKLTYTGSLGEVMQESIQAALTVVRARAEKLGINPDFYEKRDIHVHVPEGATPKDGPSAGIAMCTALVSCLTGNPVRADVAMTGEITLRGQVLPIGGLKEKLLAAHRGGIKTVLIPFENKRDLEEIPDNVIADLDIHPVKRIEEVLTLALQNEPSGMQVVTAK
TbMetRS inhib – blocks T. brucei methionyl-tRNA synthetase activity. hit rate 0.4% among 360,000. inhibition, % at 11.9 µM. AID 624268. purified T. brucei MetRS, ATP depletion, Kinase-Glo luminescence;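 active = inhibition above a per-plate cutoff of the control wells' mean inhibition plus 3 SD, cut at about 5.5% in these data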;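 note: 0% = DMSO wells median and 100% = median of wells with control inhibitor compound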
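System: purified T. brucei MetRS enzyme / Detection: Kinase-Glo luciferase luminescence reporting remaining unconsumed ATP / Medium: HEPES buffer with MgCl2, KCl, DTT, spermine, BSA, pyrophosphatase / Replication: singlicate, one well per compound / Evaluation: percent inhibition relative to median high and low control wells / Schedule: 2 h aminoacylation at 25 °C after 15 min preincubation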
Neddylation inh – inhibitors of human cullin neddylation; P61081+Q13564; TR-FRET cullin neddylation, biochemical; calls only at 25 µM; hit rate 0.58% among 360,000; in the data active = inhibition above about 36%
Rin1 Abl inh – inhibitors of human Rin1-Abl protein interaction. P00519+Q13671. TR-FRET Rin1/Abl binding, biochemical. inhibition, % at 7.35 µM. hit rate 0.4% among 360,000. AID 588664; in the data active = inhibition above about 5%, passing the limit was not always enough
MsrA inhibitor – bovine MsrA inhibition | purified bovine MsrA, absorbance read-out | inhibition, % at 15.5 µM | hit rate 0.75% among 360,000 | AID 651718; in the data active = inhibition above about 4.5%;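 note: 0% = vehicle wells with enzyme and 100% = reference inhibitor wells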
CSN deneddyl inh – inhibitors of human CSN-mediated cullin deneddylation. Purified CSN, SCF-Nedd8-OG deneddylation, fluorescence polarization. inhibition, % at 12.5 µM. AID 651999. Q92905. hit rate 0.38% among 360,000;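 active = pattern-corrected inhibition above about 35%, with an unprinted fluorescence ratio check between 0.5 and 1.5, limit read from the data, passing the limit was not always enough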;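 note: 0% = enzyme with substrate and 100% = substrate without enzyme; some results filed as inactive read as strong as hits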
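Material: purified human Csn5 enzyme expressed in HEK293T cells / Medium: Tris buffer pH 7.5, NaCl, DTT, Tween-20, trehalose, ovalbumin / Compound dosing: 12.5 µM single point / Schedule: 90 min incubation of compound, enzyme and substrate at room temperature / Signal: fluorescence polarization of the substrate / Control set: no-enzyme wells high, enzyme-with-substrate wells low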
* = called active by the depositor; i = inactive; nt = no result given.

#	smiles	FAS-TE inh	PABP1 MLLE inh	bovine MsrA act	E coli Lon inh	TbMetRS inhib	Neddylation inh	Rin1 Abl inh	MsrA inhibitor	CSN deneddyl inh
1	COc1ccc(NC(=S)N2CCN(c3ccccn3)CC2)cc1	5	-96	-2	-1	2.8	i	3	0.8	-2
2	O=C1CC(N2CCC(c3nc4ccccc4s3)CC2)C(=O)N1 (stereo not drawn)	-4	-6	-2	-4	0.1	i	0	1.5	-2
3	CC(C)(Cc1ccc(O)cc1)NC(=O)c1ccccc1	1	8	-7	12	-1.1	i	-1	-0.5	3
4	CC1CCCC(C)N1C(=O)c1cc2ncc(CCCl)cn2n1 (stereo not drawn)	-14	5	0	-4	-0.3	i	2	1.8	-11
5	O=C(Nc1ccc(F)cc1)c1ccc2snnc2c1	0	-16	-2	-3	-0.4	i	1	2.8	4
6	COc1ccccc1CNC(=S)Nc1ccc(S(N)(=O)=O)cc1	3	1	0	-12	-0.8	i	-2	nt	4
7	O=C(NCc1ccco1)c1cnn2c(C(F)F)cc(-c3ccccc3)nc12	7	9	-5	0	-0.8	nt	-1	0.2	3
8	COc1cccc(NC(=O)Nc2cc(Cl)ccc2C)c1	9	-7	-10	-3	-0.6	i	0	-0.7	-3
9	CC(CC(=O)Nc1ccc2c(c1)c(=O)n(C)n2Cc1cccc(C(F)(F)F)c1)C(F)(F)F (stereo not drawn)	-4	-16	-1	-14	-0.1	nt	2	0.7	10
10	CCOC(=O)C1CCCN(C(=O)Cn2ncc3c(=O)oc4ccc(C)cc4c32)C1 (stereo not drawn)	-1	-6	-7	-6	-0.8	i	5	nt	1

5 records picked at random from those above, as already listed:
#	smiles	FAS-TE inh	PABP1 MLLE inh	bovine MsrA act	E coli Lon inh	TbMetRS inhib	Neddylation inh	Rin1 Abl inh	MsrA inhibitor	CSN deneddyl inh
3	CC(C)(Cc1ccc(O)cc1)NC(=O)c1ccccc1	1	8	-7	12	-1.1	i	-1	-0.5	3
9	CC(CC(=O)Nc1ccc2c(c1)c(=O)n(C)n2Cc1cccc(C(F)(F)F)c1)C(F)(F)F (stereo not drawn)	-4	-16	-1	-14	-0.1	nt	2	0.7	10
2	O=C1CC(N2CCC(c3nc4ccccc4s3)CC2)C(=O)N1 (stereo not drawn)	-4	-6	-2	-4	0.1	i	0	1.5	-2
7	O=C(NCc1ccco1)c1cnn2c(C(F)F)cc(-c3ccccc3)nc12	7	9	-5	0	-0.8	nt	-1	0.2	3
4	CC1CCCC(C)N1C(=O)c1cc2ncc(CCCl)cn2n1 (stereo not drawn)	-14	5	0	-4	-0.3	i	2	1.8	-11

Remaining list, next part.
#	smiles	FAS-TE inh	PABP1 MLLE inh	bovine MsrA act	E coli Lon inh	TbMetRS inhib	Neddylation inh	Rin1 Abl inh	MsrA inhibitor	CSN deneddyl inh
11	Cc1ccc(-c2c(C)sc(NC(=O)C3C4CCC(O4)C3C(=O)O)c2C(=O)OC(C)C)cc1 (stereo not drawn)	-13	10	-5	2	-0.4	i	-1	1.1	3
12	Cc1cccc(CCNC(=O)C2CCN(S(=O)(=O)c3ccccc3)CC2)c1	5	6	2	-9	-0.1	i	4	1.2	-4
13	CN(Cc1cccc(F)c1)C(=O)CSc1nnc(C2CC2)n1C1CC1	-5	-4	-9	-7	-0.3	i	2	-0.2	-4
14	CCOC(=O)c1ccc(NC(=O)CSc2nc3cccnc3n2C)cc1	-5	-3	-4	-8	0.8	i	9.9*	0.3	-6
15	CCOCCCN(C)C1CCN(C(=O)c2oc3ccccc3c2NC(=O)COc2cccc(C)c2)CC1	1	-9	-1	-1	-0.3	i	0	1.9	6
16	COc1ccc(CNC(=O)CCCC(=O)n2nc(C)c3ccccc32)cc1	1	-2	-5	-5	0.0	i	3	-0.7	3
17	COc1cccc2c(N/N=C/c3ccc(O)c(O)c3)cc(C)nc12	-3	-5	-5	10	-1.5	i	-1	0.8	0
18	N#Cc1ccccc1OCC(=O)NC(N)=O	-8	6	-1	-10	-0.4	i	-3	-1.5	-2
19	OCCOCCNc1ncnc2sc(-c3ccccc3)cc12	-4	-1	-5	0	0.1	i	-5	2.2	0
20	COc1ccc(NC2CCCN(C(=O)c3cc4ncccn4n3)C2)cc1 (stereo not drawn)	-3	10	-1	1	0.0	i	-1	2.1	2
21	COc1ccc([N+](=O)[O-])cc1C(=O)Nc1ccc(Cc2ccncc2)cc1	60*	2	-3	5	-0.5	i	-1	1.5	-9
22	Cc1cc(NCCCn2ccnc2)n2nc(C)c(-c3ccc(Cl)cc3)c2n1	-8	5	-3	0	-0.1	nt	-1	2.2	4
23	COc1ccc(OC)c2[nH]c(=O)c(CCNC(=O)c3cc4ccccc4o3)cc12	1	-1	2	15	-0.4	i	0	0.0	-1
24	CCc1nc2ccccc2nc1N1CCN(S(=O)(=O)c2c(C)cc(Cl)cc2C)CC1	28	4	1	-9	-0.4	i	-2	-0.3	-1
25	Cc1cc(C(F)(F)F)nn1CC(=O)N1CCOCC1	-8	7	-7	-6	-0.6	i	0	-0.2	1
26	O=C(O)c1ccc(CNC(=O)c2ccccc2NC(=O)c2ccc([N+](=O)[O-])cc2)cc1	-2	0	-3	0	0.1	i	1	2.4	-5
27	N#Cc1ccc(C(CC(=O)O)N2Cc3ccccc3C2=O)cc1 (stereo not drawn)	-6	11	1	-12	-0.2	i	-3	-0.7	-5
28	O=S(=O)(c1ccccc1F)N1CCN(CCOc2ccccc2)CC1	8	3	-4	-4	-0.5	i	6	0.1	3
29	Cc1nn(-c2ccccc2)c(Cl)c1/C=N/NC(=O)c1ccnn1C	-4	-2	-4	-4	-0.4	i	0	0.2	-4
30	CC1=NC(C)(C)Cc2c(C)cccc21	-4	8	0	1	0.7	i	4	1.6	-1
31	CC(=O)N1CCc2c(sc3c2c(=O)n(-c2ccccc2)c(=O)n3Cc2ccccc2Cl)C1	-2	0	-9	0	-1.2	i	-4	0.1	2
32	Cc1nn(CC(=O)N2CCN(c3ccccc3)CC2)c(C)c1[N+](=O)[O-]	1	-9	-10	3	-1.0	i	2	1.7	3
33	O=c1[nH]n(Cc2ccccc2)c(=O)c2ccccc12	-9	-14	-5	0	0.1	i	-1	-0.6	2
34	O=C(CN1CCCc2ccccc21)NC(=O)NCc1ccccc1	3	-1	2	8	-0.8	i	1	1.5	-2
35	CC12CCC3c4ccccc4CCC3(CO1)C2 (stereo not drawn)	-4	2	-3	-4	-0.2	i	0	-0.3	-2
36	CC(=O)CSc1nnc(Cc2ccc3c(c2)OCO3)o1	-4	-12	-2	7	0.2	i	0	-0.1	1
37	COc1ccc(N(CC(=O)NCc2cccs2)S(=O)(=O)c2c(C)nn(C)c2C)cc1	-10	-7	-2	-10	0.1	i	3	0.1	-1
38	COc1ccccc1-n1c(CNC(=O)c2ccco2)n[nH]c1=S	-5	16	-2	3	-0.2	i	0	0.8	-2
39	COc1ccc(C)cc1NC(=O)CSc1ccc(-c2sc(C)nc2C)nn1	4	3	-5	-12	-0.5	i	2	-1.3	-2
40	Oc1ccccc1C1CCCCC1c1ccccc1 (stereo not drawn)	25	-5	0	2	-0.1	i	3	3.3	-2

Further compounds.
Every second line gives: FAS-TE inh, PABP1 MLLE inh, bovine MsrA act, E coli Lon inh, TbMetRS inhib, Neddylation inh, Rin1 Abl inh, MsrA inhibitor, CSN deneddyl inh
41	Fc1ccc(-c2cc(C(F)(F)F)nc(-n3cc(Cl)cn3)n2)cc1
 : 16, -1, -3, -6, -0.7, i, 0, 1.9, -5
42	CCC(CC)C(=O)c1c[nH]c(C(=O)NC2CCCCCC2)c1
 : 1, -1, -3, -2, 0.5, i, 1, 0.7, 1
43	CN(C(=O)c1ccc2c(c1)OCO2)C1CCS(=O)(=O)C1 (stereo not drawn)
 : -5, 10, -6, 0, -0.3, i, -1, -0.4, -4
44	Cc1ccc(CNC(=O)CNC(=O)c2c(C)nn(C)c2Cl)cc1
 : -3, -3, -9, 3, -0.6, i, 3, 0.5, -9
45	COC(=O)C(C)Sc1ccc2nnc(-c3ccc(F)cc3)n2n1 (stereo not drawn)
 : -2, -7, -8, 2, -1.4, nt, -3, nt, 1
46	CCc1ccc(N2C(=O)/C(=C/c3cccs3)N(CC(=O)OC)C2=S)cc1
 : 25, -24, -3, -11, -0.2, i, 2, -0.1, 7
47	COc1ccc(NC(=O)C2(c3ccccc3)CCCC2)cc1
 : 3, -12, -4, 7, 0.9, i, 1, -0.9, 2
48	CC1CCC(NC(=O)CCCn2sc3ccccc3c2=O)CC1 (stereo not drawn)
 : 3, -2, 1, -13, -0.2, i, -1, -0.6, -4
49	CNc1cccc(-c2ccccc2CO)n1
 : -6, -2, 0, -2, -0.3, i, 3, -0.6, -3
50	CC(C)C(=O)Nc1nnc(COc2ccc(Cl)cc2)s1
 : 0, -9, -3, -5, -0.2, i, -3, 0.9, -1
51	CCC(=O)Nc1cccc(C2=NOC3(C2)C[C@H](C(N)=O)N(C(=O)Cc2ccc([N+](=O)[O-])cc2)C3)c1 (stereo partly drawn)
 : -5, 12, -3, -4, -0.2, i, 2, 0.9, -4
52	CCCCc1ccc(NC(=O)C2CCN(S(C)(=O)=O)CC2)cc1
 : -8, -1, -4, 3, 0.3, i, -3, 0.8, -8
53	O=C(O)CCn1cc(-c2ccc(Cl)cc2)nc1-c1ccncc1
 : -8, -4, -6, 7, 0.2, i, 1, -0.1, 1
54	Cc1c(Cl)cccc1NC(=O)CCN1CCCCC1
 : -11, -19, 0, -11, -0.4, i, 0, 0.3, 2
55	CC(=O)NN1C(=O)c2ccccc2NC1c1ccco1 (stereo not drawn)
 : 0, 0, 0, -6, -0.8, nt, 3, 0.5, -3
56	Cc1ccc2c(c1)c1ncn(Cc3ccc(F)cc3)c(=O)c1n2C
 : 5, 0, -7, -2, -1.7, i, -3, 0.8, 0
57	C[C@@H]1CN([C@@H](C)CO)C(=O)c2cc(NC(=O)Nc3ccc4c(c3)OCO4)ccc2O[C@H]1CN(C)S(=O)(=O)c1ccc(F)cc1
 : 5, 7, 1, -7, -0.2, i, 2, -0.3, 0
58	CCCCn1c(N)c(N(CCOC)C(=O)CN(C)S(=O)(=O)c2ccc(Cl)cc2)c(=O)[nH]c1=O
 : -6, -2, -4, -13, -0.2, i, 1, 0.7, 0
59	CCOC(=O)C1(CCOc2ccccc2)CCN(C(=O)c2cncs2)CC1
 : -7, -16, -7, -2, -1.5, i, 7, 0.6, 0
60	c1ccc(CN(Cc2ccco2)C(c2ccncc2)c2nnnn2C2CCCC2)cc1 (stereo not drawn)
 : 1, -1, -4, -7, -0.6, i, -2, -0.6, 6
61	COc1ccccc1OC(=O)c1cc2ccccc2oc1=O
 : -3, 3, -3, -5, -0.4, i, -1, 0.1, -1
62	Cn1c(SCC(=O)Nc2ccc3[nH]c(=O)[nH]c3c2)nnc1-c1ccccc1
 : -6, 2, -1, 2, -0.2, i, -3, 0.2, 2
63	COc1cc(O)cc2cc3c(c(O)c12)C(=O)CC(C)(O)O3 (stereo not drawn)
 : 4, 45*, 0, 18*, -1.0, i, -2, 0.7, 7
